# hcDAF12 agonist – activates DAF-12 receptor from parasite H. contortus; 370,000 tested, 1.4% active; HEK293 hcDAF-12 lit1-tk-luc reporter, luminescence; 0% DMSO, 100% Δ7-dafachronic acid; activation, % at 6.8 µM;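 active = activation above the mean of all tested compounds plus 3 SD, cut at about 5.5% in these data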;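 also: 100% = response to 3 µM Δ7-dafachronic acid high control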
# DAX1 inh-1 – NR0B1 (DAX1) inhibition | P51843 | HEK293 Gal4-DAX1 luciferase reporter, luminescence | inhibition, % at 6.75 µM | 340,000 tested, 0.99% active | AID 504766;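 active = inhibition above the mean over all tested compounds plus 3 SD, cut at about 4.2% in these data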;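 also: 0% = DAX1-transfected cells with DMSO and 100% = empty-vector control cells with DMSO; inhibition shows as a rise in luminescence from relieved DAX1 repression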
# PLC-beta3 inh – inhibitors of human phospholipase C beta3. Purified PLC-beta3, fluorogenic substrate, fluorescence. inhibition, % at 12.2 µM. 370,000 tested, 0.18% active; in the data active = inhibition above about 11%;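 also: 0% = median of compound wells on plate and 100% = full blocker control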
# Target sequence (Q01970 whole entry, looked up): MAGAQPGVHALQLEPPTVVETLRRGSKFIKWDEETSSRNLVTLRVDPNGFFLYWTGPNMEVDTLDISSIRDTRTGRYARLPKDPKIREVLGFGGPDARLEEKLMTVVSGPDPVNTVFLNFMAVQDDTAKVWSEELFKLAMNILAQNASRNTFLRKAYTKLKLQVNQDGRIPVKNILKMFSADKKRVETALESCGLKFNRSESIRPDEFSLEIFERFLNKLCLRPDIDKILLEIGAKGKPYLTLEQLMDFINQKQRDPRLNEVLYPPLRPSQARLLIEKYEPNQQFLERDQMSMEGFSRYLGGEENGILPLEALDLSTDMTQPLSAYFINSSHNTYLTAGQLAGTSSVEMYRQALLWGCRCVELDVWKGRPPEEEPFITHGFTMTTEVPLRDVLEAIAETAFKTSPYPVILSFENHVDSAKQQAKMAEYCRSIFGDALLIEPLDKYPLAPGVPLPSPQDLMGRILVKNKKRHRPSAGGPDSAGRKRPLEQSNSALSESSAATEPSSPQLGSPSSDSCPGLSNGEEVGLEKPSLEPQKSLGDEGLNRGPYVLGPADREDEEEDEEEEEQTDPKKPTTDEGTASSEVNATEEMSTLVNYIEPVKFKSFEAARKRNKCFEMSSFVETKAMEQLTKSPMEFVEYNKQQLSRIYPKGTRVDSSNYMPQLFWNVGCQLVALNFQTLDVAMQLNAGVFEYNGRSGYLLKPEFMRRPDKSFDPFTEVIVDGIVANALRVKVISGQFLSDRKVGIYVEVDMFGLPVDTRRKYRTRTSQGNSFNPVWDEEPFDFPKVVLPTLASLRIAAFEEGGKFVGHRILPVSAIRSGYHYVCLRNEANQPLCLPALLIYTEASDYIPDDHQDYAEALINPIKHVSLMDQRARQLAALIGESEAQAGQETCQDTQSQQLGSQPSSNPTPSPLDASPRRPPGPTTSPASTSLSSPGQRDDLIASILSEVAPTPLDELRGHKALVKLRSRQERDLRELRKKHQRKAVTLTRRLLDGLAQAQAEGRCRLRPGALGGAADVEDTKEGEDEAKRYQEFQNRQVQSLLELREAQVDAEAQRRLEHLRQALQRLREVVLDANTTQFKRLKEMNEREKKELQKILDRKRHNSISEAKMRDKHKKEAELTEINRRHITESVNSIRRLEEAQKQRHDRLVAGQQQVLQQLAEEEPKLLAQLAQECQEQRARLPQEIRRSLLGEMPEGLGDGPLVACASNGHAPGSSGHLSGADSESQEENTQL
# ADAM10 inh – inhibits human ADAM10; O14672; recombinant ADAM10, EDANS/DABCYL FRET peptide cleavage, 3 h; inhibition, % at 7 µM; 370,000 tested, 0.62% active; AID 720582;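 active = inhibition above a per-campaign cutoff equal to the mean of compounds falling between control-based bounds plus 3 SD, cut at about 20% in these data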;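 also: 0% = DMSO wells while the 100% control is not disclosed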
# ssDAF-12 act – activates DAF-12 receptor from parasite S. stercoralis; HEK293 ssDAF-12/GRIP1 lit1-tk-luc reporter, luminescence; % of 3 µM dafachronic acid response; activation, % at 6.8 µM; 370,000 tested, 1% active; AID 652126;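 active = activation above the mean over all tested compounds plus 3 SD, cut at about 0.9% in these data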;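 also: 0% = DMSO-only wells and 100% = 3 µM delta7-dafachronic acid wells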
# hgDAF12 agonist – hgDAF-12 agonism, primary luciferase screen; 370,000 tested, 1.8% active; activation, % at 6.8 µM; HEK293 GAL4-hgDAF12 UAS-luciferase reporter, agonist luminescence; normalized to butyrate control;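 active = activation above a cutoff set at the mean of all screened compounds plus 3 SD, cut at about 10% in these data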;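 also: 0% = DMSO wells and 100% = sodium butyrate wells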
# ADAM17 inh – inhibits human ADAM17. P78536. recombinant ADAM17, EDANS/DABCYL FRET peptide cleavage. inhibition, % at 6.95 µM. 370,000 tested, 0.83% active;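 active = inhibition above the mean of compounds lying between control limits plus 3 SD, set per campaign, cut at about 8.5% in these data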;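 also: 0% = DMSO-only wells as the low control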
# PLC-gamma1 inh – inhibitors of human phospholipase C gamma1 | AID 720700 | purified PLC-gamma1, fluorogenic substrate, fluorescence | 370,000 tested, 0.84% active | P19174 | inhibition, % at 12.2 µM; in the data active = inhibition above about 9.5%
# HGIII-sPLA2 inh – Inhibits HGIII-sPLA2 liposome hydrolysis, primary screen; QFRET BODIPY PC-A2 liposome hydrolysis, fluorescence; inhibition, % at 12.2 µM; 370,000 tested, 0.56% active;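 active = inhibition above mean plus 3 SD of compounds lying within the high and low control bounds, cut at about 19% in these data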;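 also: 0% = median of test compound wells and 100% = no enzyme DMSO wells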
# GAA850 FXN act – frataxin GAA850 promoter activation | AID 540364 | HEK293 lucGAA850 FXN promoter luciferase reporter, 24 h; percent of 10 µM SAHA response | activation, % at 6 µM | 360,000 tested, 0.56% active;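 active = activation above the average of all compounds screened plus 3 SD, cutoff fixed separately per campaign, cut at about 7.5% in these data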;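 also: 0% = DMSO wells and 100% = 10 µM SAHA wells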
# DAX1 inh-2 – DAX1 (NR0B1) inhibition, primary screen; AID 652010; inhibition, % at 6.8 µM; 370,000 tested, 1.1% active; HEK293T StAR-luciferase reporter, SF-1/DAX-1 repression relief;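 active = inhibition above the mean over all tested compounds plus 3 SD, cut at about 3.6% in these data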;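 also: 0% = DAX-1 cells with DMSO and 100% = cells lacking DAX-1 with DMSO; higher inhibition means more luminescence from relief of DAX-1 repression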
# * marks the source's active call; other numbers are inactive results; / = no result given.
nr	Structure	hcDAF12 agonist	DAX1 inh-1	PLC-beta3 inh	ADAM10 inh	ssDAF-12 act	hgDAF12 agonist	ADAM17 inh	PLC-gamma1 inh	HGIII-sPLA2 inh	GAA850 FXN act	DAX1 inh-2
1	O=C(/C=C/c1ccc(Cl)c([N+](=O)[O-])c1)NCc1cccnc1	-2.7	-0.7	1.2	-1.6	-0.7	-0.9	-1.3	0.6	-2.5	-1.6	-0.6
2	CCOc1ccc(C(C)(C)C)cc1S(=O)(=O)n1nc(C)cc1C	-2.7	-0.3	-37.0	0.1	-1.6	-2.9	-3.5	1.1	7.0	-0.8	0.0
3	CCOC(=O)c1nc(Nc2cc(C)cc(C)c2)c2ccccc2n1	-3.2	-1.6	-41.0	-5.0	-1.7	-4.3	2.7	-26.6	-8.7	-1.2	-1.6
4	CCN1CCN(C(=S)Nc2cccc(C(F)(F)F)c2)CC1	-0.3	3.8	0.5	3.7	0.3	-0.5	0.6	-0.9	-2.4	-0.4	0.3
5	C[C@@H]1CN([C@H](C)CO)C(=O)CCCn2nncc2CO[C@H]1CN(C)C(=O)Nc1ccc2c(c1)OCO2	-0.6	0.5	-8.7	2.8	-1.1	-0.6	0.3	-6.9	0.6	-0.4	-0.2
6	COc1cc(/C=N/n2c(-c3ccccc3)n[nH]c2=S)ccc1O	-0.1	1.2	-2.6	-4.4	-0.1	0.8	-3.6	-1.1	6.6	-1.0	-1.2
7	COc1ccc(-c2ccc(C(=O)NCCN(C)C)c3occc23)c(C)c1	-1.3	/	-37.2	-67.9	-1.6	-0.5	-18.7	-29.2	-17.9	-2.6	-0.1
8	Cc1cc(C)c(C(=O)N2CCCC(Nc3ccc(C)c(C)c3)C2)o1 (stereo unspecified)	-3.6	0.2	3.1	0.6	-1.5	1.8	0.9	4.6	11.5	1.1	-2.9
9	COc1cc(C)cc(OC)c1OCC(=O)Nc1cc(C)on1	1.2	-0.5	2.1	-7.9	-1.7	0.4	1.9	1.6	4.3	-0.2	1.2
10	Cc1cnc(C(=O)Nc2ccc(F)cc2)cn1	0.8	1.6	4.5	9.7	-1.2	7.8	4.4	3.5	-7.7	1.2	1.6
11	COc1cc(C(C[N+](=O)[O-])c2c(C)cc3ccccn23)ccc1O (stereo unspecified)	1.1	4.4*	-27.6	-3.4	-0.5	0.6	1.6	-17.7	-9.0	-0.9	-0.4
12	Cc1ccccc1OCC(O)Cn1c(NCc2ccccc2)nc2c1c(=O)[nH]c(=O)n2C (stereo unspecified)	-0.9	0.5	-0.4	-2.1	-0.5	0.1	-4.3	0.5	-1.8	-0.3	-0.2
13	Cc1no[n+]([O-])c1COc1ccccc1/C=N/n1nnnc1N	-1.5	-0.7	-2.8	-23.0	-1.2	2.0	-0.8	2.6	4.6	3.2	-1.4
14	CN1CCc2nc(SCC(=O)Nc3ccc(OC(F)(F)F)cc3)c(C#N)c(-c3cccs3)c2C1	1.6	0.3	-20.4	-2.5	-0.6	-1.4	1.3	-19.7	1.4	1.8	-0.7
15	COc1ccc(N2CCN(C(=O)COC(=O)CCOc3ccc(C)cc3)CC2)cc1	1.7	1.1	-5.1	-0.6	-1.0	-0.9	0.2	-3.2	-3.5	0.9	0.6
16	CCCCOc1ccccc1NC(=O)C=C(C)C	0.9	-0.5	3.4	6.9	-1.5	0.6	5.7	4.6	-0.9	0.5	1.1
17	COc1cc(NC(=O)NCC2CCN(Cc3ccccc3Cl)CC2)cc(OC)c1OC	0.5	0.2	-7.8	-3.9	-1.6	-3.1	-4.1	1.0	-13.1	0.5	-0.3
18	COc1cccc(N(CC(=O)Nc2cccc(C(C)=O)c2)S(C)(=O)=O)c1	0.9	0.8	2.7	-7.9	-0.9	0.8	-4.5	0.1	5.6	3.6	-0.2
19	COC(=O)c1sc(NC(=O)CC(C)C)c(C(=O)OC)c1C	-0.4	0.2	2.9	15.8	-1.2	0.7	0.2	4.1	1.3	-0.1	-0.2
20	Cc1cc(C(=O)Nc2ccc(C)c(C)c2)n(-c2ccccc2)n1	1.4	0.0	-3.4	5.6	-1.0	-0.5	1.8	-0.8	-0.9	-0.1	0.2
21	Cc1ccc(Nc2nc(N)[nH]c(=O)c2N=O)cc1	-0.4	-0.7	-16.2	-7.3	-1.3	1.1	-6.8	-7.3	4.1	-1.2	-0.1
22	COC(=O)c1ccc(CNC(=O)CCc2c[nH]c3ccccc23)cc1	-1.4	0.8	-4.6	-7.1	-1.1	3.3	-5.9	-0.5	-34.1	0.1	-0.2
23	O=C(CCC(=O)c1ccc[nH]1)c1ccc(Cl)cc1	6.0*	2.9	-3.1	1.1	-0.5	12.2*	-4.6	-2.1	-2.6	2.5	1.0
24	COc1cc(NC(=S)NCCSc2ccc(C)cc2)cc(OC)c1	3.2	-0.3	-2.4	3.2	-1.5	-1.2	3.2	-3.0	1.4	0.5	-0.1
25	O=C(Nc1cccc(C(=O)O)c1)/C(=C\c1ccccc1)NC(=O)c1ccco1	-0.4	0.3	-0.7	-9.8	-0.8	-0.7	-5.2	0.5	5.9	-1.2	1.2
26	Cc1cc(C)cc(C(=O)NCC(=O)OCc2c(C)noc2C)c1	3.3	-1.3	0.7	-0.2	-1.1	-0.7	-1.2	0.1	0.0	-2.3	0.6
27	CC1CCN(c2ccc(C(F)(F)F)cc2N)CC1	-0.1	0.3	-0.9	-2.9	-2.0	-0.1	-1.8	0.6	0.0	1.5	-0.5
28	Cc1ccc(-n2ncc3c(=O)[nH]c(SCC(=O)NCC4CCCO4)nc32)cc1 (stereo unspecified)	0.2	0.1	-2.3	-10.2	-1.6	0.3	-2.2	2.7	14.8	1.4	0.1
29	COC(=O)/C(C#N)=C/c1c(Oc2cc(C)cc(C)c2)nc2c(C)cccn2c1=O	-0.7	-0.6	0.0	-0.1	-1.3	-1.6	-5.5	0.1	7.0	2.8	0.1
30	CC(NC(=O)C(C)(C)C)C(c1cccs1)N1CCN(Cc2ccccc2)CC1 (stereo unspecified)	-1.3	0.6	-11.0	-7.4	-1.2	5.5	-5.5	-0.5	11.3	-1.5	0.3
31	COc1ccc(CCNS(=O)(=O)CCNC(=O)c2ccc3c(c2)OCO3)cc1OC	0.5	0.4	-4.3	-5.8	-1.2	-0.3	-0.3	-1.9	0.4	2.1	0.8
32	O=C1OC(/C(=C\Nc2cc(Cl)ccc2O)[N+](=O)[O-])c2ccccc21 (stereo unspecified)	-2.8	-1.3	-1.3	3.9	-1.3	-2.7	0.5	1.7	3.3	12.1*	-1.5
33	Cn1nnnc1SCc1ccc(Cl)cc1	-0.6	2.7	2.0	1.7	-0.9	1.4	1.0	-1.0	-0.7	-0.7	0.1
34	CCCCCOc1ccc(CSC(=N)N)cc1[N+](=O)[O-]	0.2	-0.3	3.0	0.6	-0.1	6.5	0.0	5.1	44.5*	3.0	-1.5
35	O=C(NCc1cc(Cl)cc(Cl)c1)c1ccc2nc([C@H]3C[C@H](O)[C@@H](CO)O3)[nH]c2c1	-0.8	/	-13.4	-15.6	-1.0	-2.1	-4.8	3.0	4.0	-2.4	-0.3
36	Cc1ccccc1/C=C/C12NC(=O)CN1c1ccccc1C2(C)C (stereo unspecified)	-0.4	-1.1	2.1	5.4	0.2	0.9	-3.9	-1.5	-2.3	-1.3	0.0
37	CCC(C)n1c(SCC(=O)N(CC)c2c(N)n(Cc3ccccc3)c(=O)[nH]c2=O)nc2ccccc2c1=O (stereo unspecified)	0.6	1.4	-7.2	-10.4	-0.3	1.4	-2.2	-0.2	11.0	1.1	-0.3
38	CC(C)(C)c1ccc(CC(=O)N2CCC2(C)C(=O)NS(=O)(=O)c2cccs2)cc1 (stereo unspecified)	0.1	/	1.9	-5.9	-1.2	-0.3	-0.9	2.5	-2.1	-0.6	0.3
39	COc1ccc([N+](=O)[O-])cc1NC(=O)C(C)c1ccccc1 (stereo unspecified)	1.1	0.6	3.3	5.5	-1.4	-3.1	0.3	3.8	0.8	-0.1	0.0
40	CC1CCCN(C(=O)COC(=O)C2=COCCO2)C1 (stereo unspecified)	4.7	2.3	-0.2	-4.8	-0.3	6.0	0.3	0.9	-0.1	2.5	1.7
41	Cn1c(C(=O)N2CCC(C(=O)NCc3ccccc3)CC2)cc2sccc21	0.5	0.4	-4.8	8.3	-1.2	0.3	2.3	3.4	-8.6	0.5	-0.5
42	Cc1ccc(OCC(=O)N2CCCCCCC2)cc1	-1.1	-0.6	2.9	-24.6	-1.1	3.2	-8.1	-0.8	12.7	1.7	1.0
43	COc1cc2ncnc(NCCCN3CCOCC3)c2cc1OC	1.9	-0.5	-2.4	5.3	-1.0	0.4	-2.1	4.4	1.9	0.8	-0.2
44	CCCOC(=O)c1ccc(NC(=O)c2cc(OC)c(OC)c(OC)c2Br)cc1	-1.2	-1.4	-1.0	12.6	-0.4	1.5	2.7	0.1	-13.8	1.4	-0.3
45	COc1ccc(NC(=O)CN2C(=O)c3cccc4cccc2c34)c(OC)c1	-2.0	-1.4	-69.8	-92.3	-1.2	-1.1	-27.4	-58.1	-7.9	-0.1	-0.2
46	Nc1ncnc(Nc2cc(C(F)(F)F)cc(C(F)(F)F)c2)n1	0.0	2.8	-4.6	-8.3	-0.6	0.8	-1.3	0.9	3.8	0.7	0.4
47	COc1cc(C(=O)N2CCN(C(=O)c3ccco3)CC2)cc(OC)c1OC	-1.3	0.9	0.9	5.5	-0.7	-0.1	0.2	6.5	1.8	2.9	1.2
48	CCCCC[C@@H](C)N1C[C@H](COCc2ccccc2)Oc2cc(N3CC[C@@H](N(C)C)C3)ccc2S1(=O)=O	0.1	/	0.6	1.5	-0.8	1.3	1.6	1.4	-17.5	/	-0.1
49	Cc1ccc(Cc2nnc(SCC(=O)Nc3ccccc3Cl)[nH]c2=O)cc1	0.9	0.3	-1.6	-3.0	-1.2	-2.2	-4.0	0.9	-5.8	2.2	-1.6
50	CCOC(=O)C1Nc2c(cc(C(F)(F)F)cc2[N+](=O)[O-])C2c3ccccc3CC12 (stereo unspecified)	0.1	-0.6	2.6	4.8	-1.4	1.3	-0.8	-0.5	3.1	-1.0	-0.1
51	COCCNC(=S)N(CCCO)Cc1cc2cc3c(cc2[nH]c1=O)OCO3	0.2	0.9	-2.2	-31.7	-1.0	-1.1	-10.6	-4.5	0.9	-0.2	-0.4
52	CCCCNc1cnn(-c2ccccc2)c(=O)c1Cl	2.8	2.8	-0.3	-3.4	-0.8	2.1	5.4	0.5	1.4	2.6	1.4
53	CCOC(=O)Cn1cc(/C=N/NC(=O)c2cc3ccccc3o2)c2ccccc21	-1.2	0.0	-149.1	-2.2	-1.6	2.3	1.4	-98.1	-6.1	-0.2	-0.3
54	COc1ccc(NC(=S)NCCCN2CCCC2=O)c(OC)c1	0.2	-1.7	2.3	2.8	-0.6	-2.2	0.0	2.1	-2.9	2.7	-0.2
